# Screening data (PubChem)
# hIAP act – human IAP activators, primary screen, biochemical, luminescence, uHTS. Intestinal-type alkaline phosphatase (Homo sapiens), P09923. purified human IAP, CDP-Star luminescence, 30 min; hits give high values; 1 = vehicle-only enzyme, 0 = enzyme-free background. activation factor at 10 µM. 330,000 tested, 0.16% active. AID 2524, 2010;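 active means activation factor of the enzyme at least 2-fold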; further: the source names both 10 and 20 µM as test concentration; values of inactives mirror those of a sister screen read the other way
# Target sequence (P09923 whole entry, looked up): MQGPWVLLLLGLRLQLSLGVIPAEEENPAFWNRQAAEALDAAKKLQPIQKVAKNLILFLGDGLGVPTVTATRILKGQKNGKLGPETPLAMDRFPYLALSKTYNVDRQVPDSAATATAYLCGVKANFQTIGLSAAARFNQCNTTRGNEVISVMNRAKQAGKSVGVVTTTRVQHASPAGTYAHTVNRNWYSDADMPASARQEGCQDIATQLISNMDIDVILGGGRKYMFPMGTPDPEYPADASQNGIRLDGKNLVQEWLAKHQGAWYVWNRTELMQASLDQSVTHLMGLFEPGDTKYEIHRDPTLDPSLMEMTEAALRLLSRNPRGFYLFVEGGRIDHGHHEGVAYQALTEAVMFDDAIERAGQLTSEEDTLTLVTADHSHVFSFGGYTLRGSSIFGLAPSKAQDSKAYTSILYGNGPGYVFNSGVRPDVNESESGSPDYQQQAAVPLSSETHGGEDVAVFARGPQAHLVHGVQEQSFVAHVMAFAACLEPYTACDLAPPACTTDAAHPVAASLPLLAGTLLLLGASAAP
# SENP1 FRET inh – human SENP1 catalytic domain inhibitors, primary screen, biochemical, FRET, uHTS | recombinant SENP1 catalytic domain, CyPet-SUMO1-YPet FRET cleavage | inhibition, % at 10 µM | 360,000 tested, 0.21% active | AID 624204, 2012;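 active means inhibition at least 30% at 10 µM, raw YFP signal under a set limit, fluorescence ratio 0.5 to 1.5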;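 further: 0% = enzyme with DMSO and 100% = no enzyme wells; some results filed as inactive read as strong as hits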
# Target sequence (Q9P0U3 419-644 limits assumed): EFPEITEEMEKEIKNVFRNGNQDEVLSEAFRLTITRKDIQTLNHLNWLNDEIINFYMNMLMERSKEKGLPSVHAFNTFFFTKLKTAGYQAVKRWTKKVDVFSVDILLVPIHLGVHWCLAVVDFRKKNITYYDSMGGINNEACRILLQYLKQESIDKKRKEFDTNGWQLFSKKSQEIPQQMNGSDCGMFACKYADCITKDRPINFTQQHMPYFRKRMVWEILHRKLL
#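 Compound: 10 µM single point, 0.5% DMSO; Test system: hSENP1 catalytic domain, recombinant; Timing: 50 min reaction at room temperature; Technique: FRET, CFP and YFP emission; Control set: no-enzyme wells low, DMSO-plus-enzyme wells high control.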
# PfGluPho inh – PfG6PD enzyme inhibitors, primary screen, biochemical, fluorescence intensity, uHTS | PfGluPho enzyme, NADPH resazurin-diaphorase fluorescence | glucose-6-phosphate dehydrogenase-6-phosphogluconolactonase (Plasmodium falciparum 3D7) | 350,000 tested, 0.78% active | AID 504690, 2011 | inhibition, % at 20 µM;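 active means inhibition reaching at least a set limit at 20 µM in the primary screen, cut at about 59% in these data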;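 further: 0% = DMSO wells with substrate and 100% = DMSO wells lacking glucose-6-phosphate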
# MPTP inh – mitochondrial permeability transition pore inhibitors, primary screen, biochemical, isolated mouse mitochondria, absorbance; Ca2+ swelling absorbance, 30 min; 360,000 tested, 1.4% active; AID 602449, 2012; inhibition, % at 10 µM;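 active means inhibition of 50% or more, scaled per plate between neutral and stimulator controls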;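 further: 0% = DMSO wells given calcium and 100% = 1 mM EGTA wells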
# ATG4B inhibitor – ATG4B protease inhibitors, primary screen, biochemical, fluorescence, uHTS. ATG4B cleavage of LC3-PLA2, NBD-HPC fluorescence, 1 h. 340,000 tested, 0.51% active. inhibition, % at 8.33 µM. Cysteine protease ATG4B (Homo sapiens), Q9Y4P1. AID 504462, 2011; in the data active means inhibition above about 40%
# SENP8 block – human SENP8 protease inhibitors, primary screen, biochemical, fluorescence, Nedd8 protein substrate, uHTS. Sentrin-specific protease 8 (Homo sapiens), Q96LD8. recombinant SENP8. inhibition, % at 20 µM. 360,000 tested, 0.64% active. AID 602440, 2012; in the data active means inhibition mostly above about 40%, no sharp cut-off; inactive means mostly below about 27%
# Target sequence (Q96LD8 whole entry, looked up): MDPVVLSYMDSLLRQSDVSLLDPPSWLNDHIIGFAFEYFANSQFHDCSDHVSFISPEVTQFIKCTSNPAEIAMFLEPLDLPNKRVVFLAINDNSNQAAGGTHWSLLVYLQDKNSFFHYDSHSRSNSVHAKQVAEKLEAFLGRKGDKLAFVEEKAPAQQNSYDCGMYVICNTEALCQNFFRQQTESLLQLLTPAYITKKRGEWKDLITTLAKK
# GRIN3A LBD mod – binders of NR3A ligand-binding domain, primary screen, biophysical, differential scanning fluorimetry, uHTS; Glutamate receptor ionotropic, NMDA 3A (GRIN3A) ligand-binding domain; Tm shift relative to glycine control, % at 25 µM; 340,000 tested, 2.5% active; NR3A LBD differential scanning fluorimetry, Tm shift; 0% = protein alone, 100% = glycine-bound protein; AID 1259313, 2017;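 active means melting temperature shift of at least 10% of the positive control shift, at one fixed dose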
# SENP6 block – SENP6 protease inhibitors, primary screen, biochemical, luminescence, uHTS. Sentrin-specific protease 6 (Homo sapiens), Q9GZR1. Recombinant SENP6 catalytic domain, aminoluciferin luminescence. inhibition, % at 10 µM. 330,000 tested, 1.8% active. AID 2599, 2010;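 active means inhibition above about 50% at the single tested dose, limit read from the data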;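 further: plate controls were DMSO wells with enzyme for no effect and DMSO wells lacking enzyme for full effect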
# * hit, by the source's call; · = not tested or not shown. Random draw from the library; about 6.7% have a hit in one of these screens.
SMILES,hIAP act,SENP1 FRET inh,PfGluPho inh,MPTP inh,ATG4B inhibitor,SENP8 block,GRIN3A LBD mod,SENP6 block
O=c1[nH]c(SCc2ccccc2[N+](=O)[O-])nc2nc[nH]c12,0.92,-4,3,-0.1,-8,4,3,-2
C/C(=N\NC(N)=S)C1(C)CCCCC1,0.89,-1,7,-0.1,-4,12,3,9
O=C(CN1CCSC1=O)Nc1ccc(N2CCOCC2)cc1,1.1,0,-2,-0.3,-5,6,-1,-7
CC1OC2C(OC1C)N(S(C)(=O)=O)CCN2S(C)(=O)=O (configuration not stated),0.79,1,-22,0.3,4,0,0,3
Cc1cccc(C(=O)OCC(=O)N2CC(C)CC(C)C2)c1C (configuration not stated),1,3,1,-0.1,8,6,2,-2
CC(C)CNC(=O)C1C2C=CC(C2)C1C(=O)O (configuration not stated),1.1,-1,-17,1.9,-6,16,-1,-12
O=C(COCc1ccccc1)N[C@@H]1c2ccccc2CC[C@H]1OCc1ccccc1,·,1,3,-0.9,4,2,-2,·
Cn1c(=O)c2ccccc2n(CC(=O)NCCC2=CCCCC2)c1=O,0.96,0,-10,0.4,-7,15,-2,-19
O=C(O)c1ccc(-n2cc(-c3cc4ccccc4oc3=O)[nH]c2=S)cc1,·,-24,61*,0.6,-5,-398,2,·
COc1ccccc1C(=O)NNC(=O)c1cc2ccccc2cc1O,·,0,-6,1.8,·,-44,·,·
CSc1nsc(/C=C/Nc2ccc(C(=O)O)cc2)c1C#N,1,-25,-9,3.6,-3,-134,-7,58*
Cc1ccc(CNS(=O)(=O)c2ccc3oc(C(=O)O)c(C)c3c2)cc1,0.99,1,-34,-1.9,8,4,1,-3
Cc1ccc(S(=O)(=O)N2CCC(=O)N(C(COCc3ccccc3)C(C)C)CC2)cc1 (configuration not stated),0.99,0,2,-1.0,6,16,1,29
O=C(CCNS(=O)(=O)c1ccccc1)N1CCCC1,0.92,3,-3,-0.8,-6,0,-1,-5
O=C(NC(=S)Nc1ccccc1Cl)c1cncc(C#Cc2ccccc2)c1,0.79,2,-10,0.0,5,31,-10,-31
CCCSc1nnc2nc3c(nn12)c1ccccc1n3C,0.97,4,12,0.1,0,28,-2,4
O=C(O)c1ccc(S(=O)(=O)c2ccc3c(c2)C(=O)N(CC2CCCO2)C3=O)cc1 (configuration not stated),1.1,1,-48,-0.7,7,37,2,-6
CC1=C(C(=O)OCCOc2ccccc2)C(c2ccsc2)NC(=O)N1C (configuration not stated),1,-1,12,1.2,-1,0,-4,10
Cc1ccccc1C(=O)NC1CCN(CC(=O)Nc2ccccc2Cl)CC1,1.5,0,7,0.6,-6,13,1,-1
CCCCSc1nc(C)cc(SCC(=O)N/N=C/c2ccccc2)n1,0.9,2,48,4.2,-4,5,-10,-2
Cc1cccc(N2CC(C(=O)OCc3ccc([N+](=O)[O-])cc3)CC2=O)c1 (configuration not stated),1.2,2,-5,1.2,-9,21,2,-20
CC(C)(C)OC(=O)N1CCCC(C(=O)Nc2ccc(C(=O)NCCc3ccccc3)cc2)C1 (configuration not stated),·,0,8,-0.2,-5,-9,1,·
Cc1ccc(NC(=O)CN(C)S(=O)(=O)c2cccc3cccnc23)cc1,0.8,-2,3,-2.2,-8,5,0,1
COc1ccc(Oc2cc(C(F)(F)F)nc(N(C)C)n2)cc1,0.78,3,1,2.0,2,-20,-3,6
Cc1ccc(NCC(=O)Nc2c(C)n(C)n(-c3ccccc3)c2=O)cc1S(=O)(=O)N(C)C,1.2,-1,-6,1.4,-6,6,0,1
Cc1ccc(C)c(S(=O)(=O)Nc2ccc(C(=O)NCCCN3CCCC3=O)cc2)c1,0.96,2,-12,-0.5,-2,0,0,-2
O=S(=O)(N/N=C/c1ccccc1F)c1ccccc1,0.95,1,1,-0.4,-5,11,-2,9
Clc1cccc2c1Sc1ccccc1CC2N1CCNCC1 (configuration not stated),0.95,0,37,93*,19,23,-4,-7
N#C/C(=C1\CCCN1)c1nc2ccccc2c(=O)[nH]1,1,-4,-5,-1.6,-6,9,0,-4
COc1ccccc1NC(=O)COC(=O)C1CC2CCCC(C1)C2=O (configuration not stated),0.96,0,10,1.3,-6,8,3,-5
COc1ccc(-c2c(C#N)c(SCC(=O)Nc3ccccc3)nc3c2CCCC3)cc1,1,-2,-14,2.3,-7,17,-1,4
Cc1cc(NC(=O)CCC(=O)N(Cc2ccco2)C(C(=O)NC2CCCC2)c2ccc(F)cc2)no1 (configuration not stated),1.1,0,23,1.0,-4,4,1,-9
CC(=O)N1CCc2cc(S(=O)(=O)CCC(=O)N3CCC(C)CC3)ccc21,0.87,0,3,-2.1,-8,7,1,-8
CN(C)S(=O)(=O)c1cccc(C(=O)Nc2cc(Cl)ccc2O)c1,1,4,10,0.1,-2,26,-3,-2
Nn1c(SCc2ccc(F)cc2)nnc1-c1ccccn1,1,3,-12,0.5,14,16,-352,-14
CCCCOc1ccc(CNC(=O)NS(=O)(=O)c2ccc(OCC(C)C)cc2)cc1,0.88,1,-30,10,-2,28,5,-1
Cc1cc(C(=O)NNC(=O)/C=C/c2ccccc2Cl)c(C)o1,1.8,0,-4,0.7,-4,-28,-11,13
CSc1nc2c([nH]1)c(=S)n(C)c(=O)n2C,·,1,-10,-0.9,1,-40,1,·
Cc1ccc(S(=O)(=O)N(C)C)cc1NC(=O)c1ccc(OC(F)(F)F)cc1,0.91,-2,3,5.8,-8,10,2,-2
O=C(Nc1cccc(C(=O)N2CCN(c3ccc(F)cc3)CC2)c1)c1ccccc1,1.1,1,-1,1.2,-9,9,-2,-22
CC(C)n1cnc2c(N(C)c3ccccc3)nc(N(CCN(C)C)Cc3ccccc3)nc21,1.1,3,3,0.8,5,-11,2,-2
CCc1nc2ccc(C(=O)O)cc2nc1CC,0.89,-62,-5,0.6,-6,-26,-1,5
O=C(CSc1nc2c(cnn2-c2ccccc2)c(=O)[nH]1)N1N=C(c2cccs2)CC1c1ccc(F)cc1 (configuration not stated),0.86,3,-19,1.7,-4,-374,-7,-8
CCOc1ccc(N(CC(=O)OC)S(=O)(=O)c2c(C)noc2C)cc1,1,2,-14,-0.4,-5,-1,3,-20
CCOC(=O)N1CCN(C(=O)COC(=O)c2ccc(N(C)C)cc2)CC1,1,-1,5,-2.9,-5,4,-1,-4
Cc1nn(C)cc1C(=O)NNC(=S)Nc1ccccc1,0.84,1,-14,-1.3,-3,18,-1,-9
O=c1c2ccccc2c(=O)n(Cc2ccccc2)n1Cc1ccccc1,0.79,3,-19,1.5,3,-8,1,-16
CCOC(=O)C1(S(=O)(=O)c2ccc(Cl)cc2)CCN(Cc2ccc(C)cc2)CC1,0.94,-4,22,7.7,-12,16,2,-6
COc1ccccc1CNS(=O)(=O)c1ccc(-n2cnnn2)c(C)c1,1,0,-19,0.7,11,9,0,2
COc1ccc(NC(=O)CN(C)C(=O)c2ccc(OCc3ccccc3)c(OC)c2)cc1,0.91,-10,14,0.4,-2,15,1,-13

# A different layout for six compounds above.
# Results follow in this order: hIAP act, SENP1 FRET inh, PfGluPho inh, MPTP inh, ATG4B inhibitor, SENP8 block, GRIN3A LBD mod, SENP6 block
- CCc1nc2ccc(C(=O)O)cc2nc1CC
    0.89, -62, -5, 0.6, -6, -26, -1, 5
- O=C(CSc1nc2c(cnn2-c2ccccc2)c(=O)[nH]1)N1N=C(c2cccs2)CC1c1ccc(F)cc1 (configuration not stated)
    0.86, 3, -19, 1.7, -4, -374, -7, -8
- CCOc1ccc(N(CC(=O)OC)S(=O)(=O)c2c(C)noc2C)cc1
    1, 2, -14, -0.4, -5, -1, 3, -20
- CCOC(=O)N1CCN(C(=O)COC(=O)c2ccc(N(C)C)cc2)CC1
    1, -1, 5, -2.9, -5, 4, -1, -4
- Cc1nn(C)cc1C(=O)NNC(=S)Nc1ccccc1
    0.84, 1, -14, -1.3, -3, 18, -1, -9
- O=c1c2ccccc2c(=O)n(Cc2ccccc2)n1Cc1ccccc1
    0.79, 3, -19, 1.5, 3, -8, 1, -16

# Later entries
SMILES,hIAP act,SENP1 FRET inh,PfGluPho inh,MPTP inh,ATG4B inhibitor,SENP8 block,GRIN3A LBD mod,SENP6 block
Cc1ccc(-c2csc(Nc3ccc(C(=O)O)cc3)[n+]2Cc2ccccc2)cc1,1.1,2,-36,-0.7,9,14,1,-21
CCN(CC)CCN(Cc1cc2cc(C)ccc2[nH]c1=O)C(=S)NCc1ccco1,0.93,-2,19,-0.9,-11,-44,-1,-9
COC(=O)c1ccc(OCCCCN(C)Cc2ccccc2)cc1,0.93,1,-25,1.2,6,14,-1,13
COc1cccc2cc(C(=O)C3=C(O)C(=O)N(CCN4CCOCC4)C3c3ccc(C)o3)oc12 (configuration not stated),1,-5,-20,-0.3,9,10,-3,15
N#C/C(=C(\O)c1ccco1)c1ccccn1,2.1*,-14,2,-1.9,-9,-20,0,-12
O=[N+]([O-])c1ccc(/C=N/Nc2nc(N3CCCCC3)nc(N3CCCCC3)n2)o1,1.1,-31,6,5.1,1,16,1,13
Cc1cccc(C)c1N=Cc1c(O)n(-c2nccs2)c(=O)c2ccccc12,0.81,-6,5,-0.8,15,11,-1,-10
CCOC(=O)c1cc(NC(=O)CC(C)(C)CC(=O)O)ccc1N1CCCCC1,0.91,3,-13,0.9,0,-4,-2,-35
CCOc1c(O)ccc(/C=C2\SC(=S)NC2=O)c1[N+](=O)[O-],0.86,0,30,-0.8,5,35,6,24
COc1ccc(-c2cc3c(=O)n(CC(=O)N4CCCCC4)ncn3n2)cc1,1.3,2,-10,-1.2,2,-101,0,-16
COc1ccc(C2CC(c3cccc(F)c3)=NN2c2ccc(S(N)(=O)=O)cc2)cc1 (configuration not stated),·,-106,46,-0.9,-2,-369,37*,·
COc1cc(NC(=O)C2CC(=O)N(CCc3ccc(F)cc3)C2)cc(OC)c1OC (configuration not stated),0.98,2,9,-0.3,-6,4,-3,-9
CCOc1ccc(S(=O)(=O)NCCC(=O)N2CCN(c3ccccc3O)CC2)cc1,1,-1,6,0.0,-9,5,1,1
Cc1ccc(NC(=O)CSc2nnc(-c3ccccc3C)o2)cc1C,0.84,0,-6,34,16,27,6,-7
COc1ccc(NC(=O)CSc2nc3[nH]ncc3c(=O)n2-c2ccccc2C)cc1OC,0.99,1,11,2.5,-6,3,-3,-7
Cc1nn(C)cc1-c1n[nH]c(=S)n1-c1ccc(Cl)cc1,1.1,1,51,0.7,-7,0,3,7
N#C/C=C1/NC(=O)c2ccccc2S1,1,29,0,-3.9,-5,44*,1,-1
CN(c1ccc(OCc2nnc(-c3ccccc3)o2)cc1)S(=O)(=O)c1ccccc1,1.1,-2,24,-1.6,10,4,20*,15
Cn1c(=O)c2cccnc2c(=O)n1C,·,2,-13,0.7,·,29,·,·
CCN(CC)CCOC(=O)c1ccc(NC(=O)CCCN2C(=O)S/C(=C/c3ccc(OC)cc3)C2=S)cc1,1,-16,3,61*,-1,21,-1,9
COc1cc(NC(=O)Cn2cnc(S(=O)(=O)N3CCc4ccccc43)c2)cc(OC)c1OC,1,2,-3,-1.3,-12,-2,-3,5
CC1CCCC(NC(=O)C2N(CCCN3CCCC3)C(=O)C3C(C(=O)Nc4ccc(Cl)cc4)C4C=CC32O4)C1C (configuration not stated),1.2,-1,5,-0.2,8,15,3,-8
CCN1CCCC1CNC1=NCCCCC1 (configuration not stated),0.93,2,1,-0.8,1,4,0,-7
O=C(OCC(=O)N1CCCCC1)c1c[nH]c2ccccc12,0.86,3,-1,0.0,-4,3,-1,-7
